# Screens: PubChem BioAssay, several laboratories
# p-CIP stab down = p/CIP protein destabilization; F442A p/CIP-EGFP cells, EGFP fluorescence, 16 h; decrease of EGFP signal, % at 10 µM; 0.01% of 290,000 active; AID 1984;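 active = EGFP signal decrease of at least 30% at 10 µM or well 3 SD below plate mean, unless failing retest; inactive = the rest, including hits failing retest or dose response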; also: some compounds called inactive have numbers as strong as hits; many of its hits are not listed in these tables
# HCV NS3 hel inh = HCV NS3 helicase inhibition; NS3 helicase DNA unwinding, Cy5 molecular beacon fluorescence; inhibition, % at 10.9 µM; 0.56% of 290,000 active;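 active = inhibition above the mean of all tested compounds plus 3 SD, set per campaign, cut at about 35% in these data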;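 also: 0% = DMSO wells and 100% = thioflavine S control wells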
#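 Assay system – hepatitis C virus NS3 helicase domain fragment enzyme · Buffer or medium – MOPS pH 6.5, MgCl2, DTT, Tween20, BSA · Reagent – Cy5/quencher beacon DNA duplex and ATP to start · Compound – single 10.9 µM dose · Timing – 1 h at 25 °C · Technique – Cy5 beacon fluorescence read at start and 1 h · Measure – % inhibition of unwinding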
# IMP-1 inhibitor = blocks Pseudomonas aeruginosa IMP-1 metallo-beta-lactamase; 0.45% of 290,000 active; purified IMP-1, nitrocefin hydrolysis, epi-absorbance fluorescence; inhibition, % at 5.6 µM;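 active = inhibition above the mean plus 3 SD of all compounds in the same screening run, cut at about 4.5% in these data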;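 also: 0% = IMP-1 with DMSO and 100% = DMSO wells lacking enzyme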
#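 System: Purified IMP-1 | Read-out basis: Percent enzyme inhibition | Controls: IMP-1 with DMSO as 0%, enzyme-free DMSO as 100% | Replicates: One well per compound | Doses: 5.6 µM nominal single concentration | Detection: Epi-absorbance fluorescence, 480 nm excitation, 530 nm emission | Incubation: 25 °C, 15 min preincubation, 25 min reaction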
# SUMO HTRF inh = SUMOylation inhibition. HTRF SUMOylation assay, SAE1/SAE2 + UBC9, in vitro. inhibition, % at 35 µM. P63279. 0.36% of 290,000 active; in the data active = inhibition above about 50%, passing the limit was not always enough; also: strong numbers were not always called active
# Target sequence (P63279 whole entry, looked up): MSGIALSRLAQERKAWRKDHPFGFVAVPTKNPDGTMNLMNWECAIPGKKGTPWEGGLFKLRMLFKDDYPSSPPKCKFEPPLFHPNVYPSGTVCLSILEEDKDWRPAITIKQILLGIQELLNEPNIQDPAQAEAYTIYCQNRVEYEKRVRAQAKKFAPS
# IDE cell activ = IDE (human) activation, cell-based. 0.073% of 340,000 active. AID 493087. activation, % at 5.96 µM. HEK cells, FAbeta-B cleavage, fluorescence polarization; 0% vehicle, 100% cell-free pure enzyme wells;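 active = activation above the mean of all tested compounds plus 3 SD, set per screening campaign, cut at about 17% in these data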
# IDE cell inh = cellular human IDE inhibition; P14735; HEK cells, FAbetaB cleavage, fluorescence polarization; inhibition, % at 5.59 µM; 0.41% of 320,000 active; AID 434962;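 active = percent inhibition above the average of all tested compounds plus 3 SD, set per screening campaign, cut at about 16% in these data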;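 also: IDE supplied by intact live HEK cells; FP after avidin binding of uncleaved biotin substrate so inhibition keeps polarization high; 0% = DMSO wells and 100% = 60 µM reference IDE inhibitor Ii1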
# PfM18AAP inh = PfM18AAP enzyme inhibition; recombinant PfM18AAP, H-Glu-NHMec fluorogenic cleavage; inhibition, % at 7.35 µM; 1.2% of 290,000 active;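 active = inhibition above the campaign mean inhibition over all tested compounds plus 3 SD, cut at about 28% in these data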;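 also: 0% = plate median of test compound wells and 100% = 2 mM ZnCl2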
# FID counter = fluorescent intercalator displacement, NS3 helicase counter-screen; DNA fluorescent intercalator displacement, fluorescence; inhibition, % at 7.9 µM; 0.17% of 290,000 active; AID 1845; in the data active = inhibition above about 37%;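 also: 0% = vehicle and 100% = reference compound; higher means more ethidium bromide displaced from hairpin DNA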
# VIM-2 inh = blocks Pseudomonas aeruginosa VIM-2 metallo-beta-lactamase; purified VIM-2, nitrocefin hydrolysis, epi-absorbance fluorescence; inhibition, % at 5.6 µM; 0.89% of 290,000 active; AID 1527;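 active = inhibition above the mean of all tested compounds plus 3 SD, cutoff set per screening run, cut at about 7.5% in these data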;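 also: red hydrolysis product quenches plate fluorescence so inhibitors raise well fluorescence; 0% = enzyme with DMSO and 100% = DMSO without enzyme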
# An asterisk follows results filed as active; · = not tested or not shown.
SMILES,p-CIP stab down,HCV NS3 hel inh,IMP-1 inhibitor,SUMO HTRF inh,IDE cell activ,IDE cell inh,PfM18AAP inh,FID counter,VIM-2 inh
O=C(O)C1C2C=CC3(CN(c4cccc(C(F)(F)F)c4)C(=O)C13)O2 (stereo not given),-4,-5,-2.2,-3,3,3,0,-2,0.6
C=CCN1C(=O)/C(=C/c2ccccc2)S/C1=N/c1nccs1,-2,1,-3.0,10,2,7,-3,1,-2.3
O=C(c1ccc(C(=O)N2CCCCCC2)cc1)N1CCCCCC1,15,-3,3.8,-3,3,-3,-2,-20,-0.5
NNC(=O)CCc1c[nH]c2ccccc12,7,2,-0.6,11,0,5,-3,-6,-3.3
CCN1C(=O)CC(N2CCN(c3ccc(C(=O)c4ccncc4)cc3)CC2)C1=O (stereo not given),8,-1,1.2,-2,1,-4,2,-12,-0.7
COc1ccc(CN(C)CCc2ccccn2)c(OC)c1OC,-6,-1,-4.4,13,5,-5,20,4,-3.4
Cc1nc2ccc(C(=O)O)cc2[nH]1,1,-3,-3.7,10,2,0,1,2,-2.3
O=C(Nc1nnc(-c2ccccc2)o1)C1CCCCC1,-4,-2,-2.4,5,8,2,-3,-1,-3.8
CC(C)NC(=O)c1ccc(OC2CSC2)cc1,-13,-1,-0.1,21,5,3,-5,-1,-2.0
Cc1ccc(C(=O)NCCc2c[nH]c3ccccc23)s1,-6,-1,-3.7,13,5,3,5,-2,-0.1
Cc1ccc(S(=O)(=O)N(C)CC(=O)N2CCN(c3ccccn3)CC2)cc1,0,-1,-4.2,15,3,2,11,-19,-0.1
Cc1cc(Br)cc(C)c1NC(=S)NC(=O)CC(C)C,-11,1,-2.2,24,-1,0,-4,-14,-4.8
CC(C)COc1ccc(C(=O)OCCN2CCCCC2)cc1,-2,-10,-1.3,-4,-4,-2,-8,3,0.1
C=CCOc1ccc(-c2nc3c(c(=O)[nH]c(=O)n3CCCC)n2C)cc1OC,-13,-3,-0.8,20,8,4,-1,0,-0.4
COc1ccccc1CN1CCC(n2nccc2NC(=O)CCCc2ccccc2)CC1,-12,-73,-2.5,-6,3,0,0,14,-3.2
Cc1ccc(C(=O)N/C(=C/c2ccco2)C(=O)NC2CCS(=O)(=O)C2)cc1 (stereo not given),-9,2,-1.3,21,0,3,15,1,-1.5
Cc1ccccc1NC(=O)CCC(=O)N/N=C/c1c[nH]c2ccccc12,-1,13,-2.8,12,-6,1,2,-2,-3.5
CC(Oc1ccc(Cl)cc1Cl)C(=O)NN=C1CCN(C)CC1 (stereo not given),3,1,-1.5,3,-2,-2,8,-9,-4.2
CCCCCCC(=O)Nc1ccc(C(=O)N2CCCC2)cc1,0,-2,-0.7,18,5,5,-8,-34,-1.2
COc1cccc(/C=C(/C(=O)OCC(=O)NC2CCCCCCC2)c2ccccc2)c1,13,-4,-0.2,-12,3,0,1,-13,-0.6
CN(C(=O)C1CCN(S(=O)(=O)c2cccc3nonc23)CC1)C1CCCCC1,8,-4,-1.5,6,3,-3,-5,-34,-2.9
O=C(COC(=O)/C=C/c1ccccc1[N+](=O)[O-])NC1CCS(=O)(=O)C1 (stereo not given),-20,4,-2.5,6,4,3,-5,3,-2.5
CC(=O)Nc1ccccc1N(C)S(=O)(=O)c1ccc(C)cc1,-13,-5,-0.6,19,-2,-1,7,-3,-2.0
COC(=O)C1CN(C(=O)COc2ccc(Cl)cc2Cl)c2ccccc2O1 (stereo not given),-2,-7,-1.3,-32,1,-2,3,-25,-1.2
Cc1ccc(Cl)cc1NC(=O)CCN1C(=O)C2C3CCC(C3)C2C1=O (stereo not given),-2,3,-3.5,8,0,2,0,1,-2.9
# Continuation:
SMILES,p-CIP stab down,HCV NS3 hel inh,IMP-1 inhibitor,SUMO HTRF inh,IDE cell activ,IDE cell inh,PfM18AAP inh,FID counter,VIM-2 inh
COc1ccc(OC)c(/C=N/NC(=O)C(=O)N2CCCC2)c1,-26,4,-3.0,-5,0,3,1,-6,-0.4
COc1cccc(NC(=O)C(C)SCc2ccccc2)c1 (stereo not given),-10,-5,-3.5,17,2,6,-5,-14,-1.1
Cc1c(OCC(=O)N2CCC(C(=O)O)CC2)ccc2c3c(c(=O)oc12)CCCC3,3,-4,-3.6,15,6,6,7,-35,4.3
CC(CCc1ccccc1)NC(=O)[C@@H]1Cc2ccccc2CN1 (stereo not given in full),0,-22,-1.8,-3,3,·,1,0,-0.2
Cc1cc(OC(C)C(=O)NNC(=O)Nc2ccc(F)cc2F)cc(C)c1Cl (stereo not given),-15,-8,-4.7,-16,0,4,-6,-27,-6.3
Cc1ccc(-c2nn(CCC(=O)Nc3cccnc3)c(=O)c3ccccc23)cc1,-4,0,-2.6,-11,·,11,4,-37,-1.8
N#Cc1cncc(C#Cc2ccccc2)c1,-13,0,-2.2,12,7,0,3,-3,-0.1
CCCOc1ccc(C(=O)N2CCCc3ccccc32)cc1,-14,-1,-2.8,10,6,-3,5,-34,-2.7
CCOC(=O)C/C(C)=N/NC(=O)Nc1ccccc1,0,-3,-2.1,-3,3,-1,12,-15,-2.6
CCSc1ncnc2sc(C)c(C)c12,-8,-11,-2.1,2,0,4,7,-6,-3.1
CC(C)C12CN3CCN(CC(C3)/C1=N\NC(=O)Nc1ccccc1)C2,0,8,0.4,-3,-2,2,-6,0,0.0
CCNS(=O)(=O)c1ccc(CCC(=O)Nc2ccccc2C(=O)OC)cc1,-3,5,-3.0,0,0,8,-8,-18,-1.4
CC(=O)c1ccc(NC(=O)C(NC(=O)c2ccccc2)=C(C)C)cc1,12,4,-2.5,-5,6,8,-1,3,0.7
O=C(c1nc2ccccn2c1CNCCOc1cccnc1)N1CCOCC1,8,8,-2.9,8,5,1,-10,-4,-1.1
CCOc1ccccc1-n1c(SCC(=O)N2CCCc3ccccc32)nnc1-c1cccnc1,-2,8,-1.8,-1,-38,33*,-14,-30,0.1
CCOC(=O)Nc1ccc2c(c1)nc(CN1CCN(C(C)=O)CC1)n2C,-1,4,-2.3,-3,1,6,-2,-5,-2.6
CCN(CC)c1nc(-c2nn[nH]n2)nc(N(CC)CC)n1,-8,0,-2.9,2,5,4,4,-19,-0.3
Cc1ccc2[nH]c(C)c(CC(=O)NCc3ccccc3)c2c1,-15,-3,-1.0,7,-4,1,-13,-8,-0.1
O=C(NCc1cccnc1)c1ccc(NS(=O)(=O)c2ccccc2)cc1,-4,-6,-0.7,3,5,-1,-6,-4,-1.0
O=C(Nc1ccnc(-c2ccncc2)n1)C1CC1,7,26,-3.4,4,2,-6,1,-6,-2.0
CC(C)CN1CCN(Cc2ccc3ncccc3c2)CC1CCO (stereo not given),2,1,-1.5,6,0,-1,-4,5,-2.4
C=CCc1cc(Cl)ccc1OCCCNCCO,-10,-9,-2.6,23,2,1,3,24,-3.8
CCN(C(=O)CSc1nc2ccccc2c(=O)n1C(C)COC)C1CCS(=O)(=O)C1 (stereo not given),-3,-3,-3.4,7,0,0,-12,-13,-0.5
O=C(NC1(C(F)(F)F)NC(=O)N(c2ccc(F)cc2)C1=O)c1cccs1 (stereo not given),7,-5,-2.5,-3,-4,1,-1,1,-1.1
O=C(COC(=O)CC(c1ccccc1)c1ccccc1)NCc1ccccc1,-18,-11,-2.3,-3,5,6,-1,-29,-3.4
# Remaining list, next part:
SMILES,p-CIP stab down,HCV NS3 hel inh,IMP-1 inhibitor,SUMO HTRF inh,IDE cell activ,IDE cell inh,PfM18AAP inh,FID counter,VIM-2 inh
Cc1cc(Cl)ccc1NC(=O)NC1CCN(S(=O)(=O)c2ccc(F)cc2)CC1,4,-2,-1.2,-13,-2,9,8,-8,-0.4
COc1ccc(-c2coc3cc4oc(=O)cc(C)c4cc23)cc1F,-4,-5,1.0,6,-1,4,-3,2,-3.9
COCCNC(=O)c1onc(CSc2cccc(OC)c2)c1C(=O)O,-8,-11,-2.6,-4,-3,-3,-7,-6,-2.2
O=S(=O)(c1ccccc1S(=O)(=O)N1CCCCC1)N1CCCCC1,-15,1,-3.3,14,5,-1,4,-10,-2.1
CCCn1c2c(c(O)c(C(=O)Nc3ccccc3)c1=O)CCCC2,-4,-8,-1.9,8,7,-10,-6,-2,-0.9
O=C(N/N=C/c1ccncc1)/C(=C/c1ccccc1)NC(=O)c1ccccc1,0,-9,-2.8,9,4,-2,-7,-1,-3.4
Cc1ccc(Cl)c(OCC(=O)Nc2ccccc2C(=O)NC2CC2)c1,2,-12,-3.0,9,-2,0,-3,-26,-0.6
Cc1cccc(C)c1N1C(=O)[C@@H]2C(c3ccccc3Cl)=NO[C@@H]2C1=O,-4,-1,-2.6,-10,0,-10,6,-11,-2.5
Cc1cccc(/N=C/c2c(O)n(Cc3ccc4c(c3)OCO4)c(=O)c3ccccc23)n1,-3,-1,0.2,4,1,4,-6,-6,-2.4
COc1cccc(C(=O)C2CCCN(Cc3cccn3-c3cccnc3)C2)c1 (stereo not given),4,2,-3.1,8,2,-2,-7,2,-1.2
Cc1nc(C(F)(F)F)ccc1C(=O)Nc1ccc(C(F)(F)F)cn1,8,-7,-1.0,23,5,-4,-9,-5,-2.2
Cc1ccc(SCCCn2cnc3ccccc3c2=O)cc1,-4,0,-2.8,29,6,1,0,-18,-1.0
CC(=O)Nc1c2c(nn1-c1ccccc1)CSC2,3,-4,-2.7,13,7,0,-4,-2,-1.5
O=C(CNc1ccc(Br)cc1)NNC1=NCCC1,-1,2,0.6,-5,2,10,7,1,-0.9
O=C(O)c1cc(-c2ccccc2)c(N2CCOCC2)s1,3,-1,-2.1,-10,-1,-4,14,-2,-1.6
CSc1cccc(NC(=O)CN2C(=O)COc3ccc(S(=O)(=O)N4CCOCC4)cc32)c1,1,7,-1.0,·,4,0,-2,0,-1.3
Clc1ccc(-c2nnc(C34CC5CC(CC(C5)C3)C4)o2)cn1,-12,-1,-3.8,-4,0,-2,5,-2,-2.0
COC(=O)c1ccc(NC(=O)C(=O)N2CCN(C(=S)Nc3cccc(C)c3C)CC2)cc1,6,-5,-1.2,3,7,5,-3,-2,-0.1
CCCCC(=O)Nc1cccc(NC(=O)c2ccc3c(c2)OCO3)c1,-20,-2,4.4,-13,4,0,2,-10,-1.2
Cc1csc(N/N=C\c2cccnc2)n1,0,-3,-2.2,20,8,3,8,-6,-1.2
C/C(CC1CC(C)(C)OC1=O)=N\NC(N)=S (stereo not given),-1,-5,-5.3,14,·,4,14,-6,-4.1
O=C(CSc1nnc(C2COc3ccccc3O2)o1)N1CCN(c2ccccc2)CC1 (stereo not given),3,-1,-3.4,4,3,5,4,-3,-3.1
Cc1cc(C)n2nc(SCC(=O)NC3CCCCC3C)nc2n1 (stereo not given),-12,1,-3.3,·,1,0,0,-8,1.3
COc1ccc(-c2sc3ccc(OC)cc3c2C#CCCO)cc1,-3,-65,-1.1,2,7,0,3,-14,0.6
